Sm TGR block – qHTS Assay for the Inhibitors of Schistosoma Mansoni Peroxiredoxins; purified TGR, DTNB reduction, TNB absorbance 405 nm; Potency, µM (top dose mostly 114 µM), for the others: top-dose activity change, negative = inhibition, most hits filed as inhibitors; 360,000 tested, 3% active; note: potency is the fitted concentration of half-maximal effect; nearly all actives have a fitted effect of over 60% in size
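First, TGR (20 nM dispensed) and NADPH were mixed with compound. Second, a 15 min room-temperature incubation followed. Third, further NADPH and then DTNB were added to start the reaction. Finally, TNB absorbance was monitored kinetically.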
HCV inhibitor – qHTS Assay for Inhibitors of Hepatitis C Virus (HCV). Huh7.5.1 HCVcc-Cre infection, luciferase reporter, 44 h. Potency, µM (doses to about 41.8 µM), without a hit: at the top dose activity change, negative = inhibition, actives largely listed as inhibitors. 340,000 tested, 3.4% active; note: potency is the fitted concentration of half-maximal effect
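Whole-lifecycle infectious HCVcc-Cre system; cells 1,000/well, compound then virus (~0.5 moi) added 4 h after plating, 44 h culture. Luciferase read 15 sec following 15 min substrate incubation, room temp.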
Giardia FBPA inh – qHTS Assay for Inhibitors of Fructose-1,6-bisphosphate Aldolase from Giardia Lamblia; A8B2U2; purified Giardia FBPA; Potency, µM (titrated, usually from 59.6 µM), for inactives: at the highest dose activity, negative = inhibition, most hits filed as inhibitors; 290,000 tested, 0.71% active; note: potency is the fitted concentration of half-maximal effect; nearly all actives have a fitted effect of over 55% in size
Target sequence (A8B2U2 whole entry, looked up): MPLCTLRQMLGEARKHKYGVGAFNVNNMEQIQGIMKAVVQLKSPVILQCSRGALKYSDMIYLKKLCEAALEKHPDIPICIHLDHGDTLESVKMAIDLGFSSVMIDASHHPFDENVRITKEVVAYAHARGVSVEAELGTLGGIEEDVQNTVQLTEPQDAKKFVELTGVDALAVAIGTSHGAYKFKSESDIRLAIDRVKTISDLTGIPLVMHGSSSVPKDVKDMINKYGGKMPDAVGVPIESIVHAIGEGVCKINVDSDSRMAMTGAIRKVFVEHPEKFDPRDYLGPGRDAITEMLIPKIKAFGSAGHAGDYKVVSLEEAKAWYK
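Giardia FBPA (40 nM reagent) was preincubated 10 min at RT with compound (up to 57.5 uM final), then substrate plus GAPDH/TPI/NAD/arsenate coupling system with diaphorase/resazurin was added; resorufin fluorescence (525/598 nm) was read after 20 min.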
HCMV inh – qHTS Assay for inhibitors of the human cytomegalovirus (HCMV); HFF cells, HCMV-luciferase reporter, 72 h; hits give low values; activity change, negative = inhibition, % at 57.5 µM; 410,000 tested, 4.5% active; AID 1259415, 2018; in the data active = activity change below about -60%; inconclusive = no clear call, values can overlap the other calls; inactive = above about -39%
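Human foreskin fibroblasts infected with luciferase-reporter HCMV at MOI 1 PFU/cell, compounds at two doses. Luciferase measured 72 h post infection; normalized to buffer-only basal and Salinomycin (10uM) controls.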
AMA1 RON2 block – qHTS for Inhibitors of AMA1-RON; Towards Development of Antimalarial Drug Lead: Primary Screen; 360,000 tested, 0.2% active; AID 720542, 2013; AlphaScreen AMA1-biotinylated RON2 peptide binding; Plasmodium falciparum AMA1 (3D7) - RON2 peptide interaction; Potency, µM (highest dose often 58.2 µM), for inactives: at the top dose activity change, negative = inhibition, most hits filed as inhibitors;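 note: potency is the fitted concentration of half-maximal effect; 0% = vehicle wells and -100% = peptide control; nearly all actives have a fitted effect of over 45% in size; some results filed as inactive show a strong effect at the top dose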
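AMA1 (3D7) with his tag at 25 nM final met compounds first, then biotinylated RON2 peptide at 25 nM; detection used donor plus acceptor beads, 10 µg/mL apiece, read by AlphaScreen after 30 min at room temperature.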
AmpC inh detg – qHTS Inhibitors of AmpC Beta-Lactamase (assay with detergent). P00811. AmpC hydrolysis of nitrocefin, absorbance 480 nm, 0.01% Triton. Potency, µM (highest dose often 114 µM), without a hit: top-dose activity change, negative = inhibition, actives largely listed as inhibitors. 370,000 tested, 0.041% active;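 note: potency is the fitted concentration of half-maximal effect; 0% = no-compound wells and -100% = no-enzyme wells; nearly all actives have a fitted effect of over 25% in size; some results filed as inactive show a strong effect at the top dose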
Target sequence (P00811 whole entry, looked up): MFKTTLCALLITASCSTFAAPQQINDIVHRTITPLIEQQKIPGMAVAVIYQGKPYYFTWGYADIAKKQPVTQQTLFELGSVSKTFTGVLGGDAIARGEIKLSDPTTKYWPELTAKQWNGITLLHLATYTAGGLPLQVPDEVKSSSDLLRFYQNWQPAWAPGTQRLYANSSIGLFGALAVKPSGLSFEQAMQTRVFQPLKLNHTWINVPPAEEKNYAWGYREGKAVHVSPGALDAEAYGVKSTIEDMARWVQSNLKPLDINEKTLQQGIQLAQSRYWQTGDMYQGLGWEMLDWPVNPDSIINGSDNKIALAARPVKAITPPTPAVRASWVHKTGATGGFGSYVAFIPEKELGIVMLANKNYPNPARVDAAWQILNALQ
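AmpC (5.3 nM in the dispensed reagent) in 20 mM phosphate pH 7.0 with 0.01% (detergent screen) or 0.0001% Triton X-100 was preincubated with compounds for 15 min at room temperature. Nitrocefin was then added from an 800 uM solution, and hydrolysis was followed at 480 nm.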
* hit, by the source's call; & = joins results of further samples; [ ] = remark or other dose. Unless noted, calls come from the whole dose curve; as a rule, active = well fitted curve in the direction sought with a large enough effect; inconclusive = small, poorly fitted or top-dose-only effect, or another doubt; inactive = no such curve, though single readings can be large; an effect the other way counts as inactive or inconclusive. Unless noted, % is set by controls: 0 for no effect and ±100 for the full control effect. Hits appear at their usual frequency; about 9.3% have a hit in one of these screens.

Screening O=C(CCN1N=C(c2ccccc2)CCC1=O)NCC1COc2ccccc2O1 (configuration not stated) returned Sm TGR block -3%, HCV inhibitor -9%, Giardia FBPA inh -13%, HCMV inh -14, AMA1 RON2 block -5% and AmpC inh detg -13%.
`CC(=O)c1cccc(NC(=O)N2CCCC2C(=O)NC2CCCCC2)c1` (configuration not stated) gave Sm TGR block 0%, HCV inhibitor -7%, Giardia FBPA inh -2%, HCMV inh 10, AMA1 RON2 block -7% and AmpC inh detg -1%.
For O=C(Nn1cnnc1)c1cc(-c2ccccn2)nc2ccccc12 the results were Sm TGR block -9%, HCV inhibitor -7%, Giardia FBPA inh -8%, HCMV inh 67, AMA1 RON2 block -5% and AmpC inh detg inconclusive.
For C=CCOc1ccccc1CNc1ccccc1C the results were Sm TGR block -27%, HCV inhibitor 5%, Giardia FBPA inh -13%, HCMV inh -32, AMA1 RON2 block inconclusive and AmpC inh detg -3%.
Screening O=C(COc1ccccc1)N=C1SC2CS(=O)(=O)CC2N1CCc1ccccc1 (configuration not stated) returned Sm TGR block 0%, HCV inhibitor -18%, Giardia FBPA inh 5%, HCMV inh 3, AMA1 RON2 block -8% and AmpC inh detg -8%.
O=C(Cc1ccc(Cl)cc1)NCC(=O)N1CCN(Cc2ccccc2)CC1 was read as Sm TGR block -9%, HCV inhibitor -4%, HCMV inh -12, AMA1 RON2 block -11% and AmpC inh detg 1%.
For O=C(C1=C[C@H](c2ccccc2)C[C@H](OCCCCO)O1)N1CCOCC1 the results were Sm TGR block 45µM*, HCV inhibitor 53%[activator], Giardia FBPA inh 7%, HCMV inh 1, AMA1 RON2 block 33%[activator] and AmpC inh detg 9%.
For Cc1cc(S(=O)(=O)NCC(C)C)ccc1OCC(=O)NCC1CCCO1 (configuration not stated) the results were Sm TGR block 10%, HCV inhibitor -5%, Giardia FBPA inh 11%, HCMV inh -9, AMA1 RON2 block 26% and AmpC inh detg 7%.
For COc1ccc(NC(=O)C(=O)N/N=C(\C)CC(=O)Nc2ccccn2)c(OC)c1 the results were Sm TGR block 4%, HCV inhibitor 14%, Giardia FBPA inh 0%, HCMV inh -38, AMA1 RON2 block 65%[activator] and AmpC inh detg -5%.
Screening CC1CCCN(S(=O)(=O)c2ccc(Cl)s2)C1 (configuration not stated) returned Sm TGR block -4%, HCV inhibitor 1%, Giardia FBPA inh 6%, HCMV inh -27, AMA1 RON2 block 2% and AmpC inh detg 6%.
Screening CCc1cc(=O)oc2cc(C)cc(O)c12 returned Sm TGR block 5%, HCV inhibitor -20%, Giardia FBPA inh 1%, HCMV inh 45, AMA1 RON2 block -4% and AmpC inh detg -1%.
COc1ccccc1CNC(=O)c1cc(-c2ccccc2)n[nH]1 was read as Sm TGR block 6%, HCMV inh -5 and AmpC inh detg 13%.
For CN(C(=O)c1ccc(OC2CCN(S(=O)(=O)N(C)C)CC2)cc1)C1CCCCC1 the results were Sm TGR block 0%, HCV inhibitor -3%, Giardia FBPA inh 3%, HCMV inh 58, AMA1 RON2 block -3% and AmpC inh detg 1%.
Cc1ccc(C(C)C)c(OCC(=O)N2CCC(c3nc4ccccc4o3)CC2)c1 was read as Sm TGR block 6%, HCMV inh 154 and AmpC inh detg 34%[activator].
Screening CCOC(=O)Cn1cnc2scc(-c3ccc(C)c(C)c3)c2c1=O returned Sm TGR block -3%, HCV inhibitor -24%, Giardia FBPA inh -9%, HCMV inh -17, AMA1 RON2 block -5% and AmpC inh detg 6%.
Screening N#CC(c1nc2ccccc2nc1N1CCCC1)S(=O)(=O)c1ccccc1 (configuration not stated) returned Sm TGR block -8%, HCV inhibitor 15%, Giardia FBPA inh inconclusive, HCMV inh -11, AMA1 RON2 block -6% and AmpC inh detg -7%.
For CCN(Cc1ccccc1)S(=O)(=O)c1ccc(S(=O)(=O)N2CCN(C)CC2)cc1 the results were Sm TGR block 5%, HCV inhibitor -11%, Giardia FBPA inh -5%, HCMV inh -11, AMA1 RON2 block 8% and AmpC inh detg -11%.
For COc1ccc(NC(=O)c2oc3c(c2C)-c2nn(Cc4ccccc4Cl)cc2CC3)cc1OC the results were Sm TGR block -3%, HCMV inh -64* and AmpC inh detg 21%.
Screening COc1cccc(CC2(CO)CCN(Cc3cccn3-c3cccnc3)CC2)c1 returned Sm TGR block -26%[57.1 µM], HCV inhibitor -1%, Giardia FBPA inh -1%, HCMV inh 5, AMA1 RON2 block -6% and AmpC inh detg -5%.
Screening Cc1ccccc1Cn1c(=O)n(Cc2ccco2)c(=O)c2sc3ccccc3c21 returned Sm TGR block inconclusive, HCMV inh -69* and AmpC inh detg 6%.
For CCOc1ccccc1NS(=O)(=O)c1c[nH]c(C(=O)OC)c1 the results were Sm TGR block 0%, HCV inhibitor -21%, Giardia FBPA inh -4%, HCMV inh -18, AMA1 RON2 block 4% and AmpC inh detg -16%.
`COCCNc1ncnc2c1[nH]c1ccccc12` gave Sm TGR block 8%, HCV inhibitor inconclusive, Giardia FBPA inh -1%, HCMV inh 23, AMA1 RON2 block -10% and AmpC inh detg 5%.
Screening CCc1ccc(C(=O)N2CCCC2)s1 returned Sm TGR block -15%, HCV inhibitor inconclusive, Giardia FBPA inh 6%, HCMV inh -4, AMA1 RON2 block -2% and AmpC inh detg -7%.
CC(=O)N/C(=C\c1ccc2c(c1)OCO2)C(=O)NC(C(=O)O)c1ccccc1 (configuration not stated) was read as Sm TGR block -26%, HCV inhibitor 10%, Giardia FBPA inh 1%, HCMV inh -28, AMA1 RON2 block 13% and AmpC inh detg 4%.
Screening CC(C)(C)NC(=O)c1ccc2c(c1)CCO2 returned Sm TGR block -6%, HCV inhibitor -1%, Giardia FBPA inh 2%, HCMV inh 46, AMA1 RON2 block 1% and AmpC inh detg 3%.
Screening N#CC1=C(N)OC2=C(C(=O)CCC2)C1c1cccs1 (configuration not stated) returned Sm TGR block -11%, HCV inhibitor -5%, Giardia FBPA inh -19%, HCMV inh -22, AMA1 RON2 block 1% and AmpC inh detg 4%.
For CCOc1ccc(S(=O)(=O)N2CCC(c3ccccc3)CC2)cc1C(=O)O the results were Sm TGR block 2%, HCV inhibitor -7%, Giardia FBPA inh 11%, HCMV inh inconclusive, AMA1 RON2 block 3% and AmpC inh detg -14%.
`O=C(N/N=C/c1ccc(C(F)(F)F)cc1)c1ccc(O)cc1` gave Sm TGR block 3%, HCV inhibitor inconclusive, Giardia FBPA inh 0%, HCMV inh inconclusive, AMA1 RON2 block 4% and AmpC inh detg 1%.
For COc1ccc(-c2cc(C(F)(F)F)nc(SCCC(=O)NCc3ccccc3)n2)cc1 the results were Sm TGR block -8%, HCV inhibitor inconclusive, Giardia FBPA inh 2%, HCMV inh 9, AMA1 RON2 block -1% and AmpC inh detg -3%.
Screening CC1(C)SC2C(NC(=O)COc3ccccc3)C(=O)N2C1C(=O)O (configuration not stated) returned Sm TGR block -6%&-34%, HCV inhibitor 1%&9%, Giardia FBPA inh 3%&-15%, HCMV inh 42&-13, AMA1 RON2 block 21%&40% and AmpC inh detg -18%&0%.
CCn1c(CNC(=O)c2ccccc2F)nnc1SCc1nc2ccccc2c(=O)[nH]1 was read as Sm TGR block 9%, Giardia FBPA inh 1%, HCMV inh -4 and AmpC inh detg -7%.
`Cc1cc(C)c2c(c1)/C(=N/NC(=S)Nc1ccc(F)cc1)CCC2` gave Sm TGR block -7%, HCV inhibitor -16%, Giardia FBPA inh 9%, HCMV inh 18, AMA1 RON2 block 91%[activator] and AmpC inh detg -1%.
`CCOc1ccccc1CNCc1cccn1-c1nnc(N2CCN(c3ccccc3)CC2)s1` gave Sm TGR block 5%, HCMV inh -98* and AmpC inh detg -12%.
O=[N+]([O-])c1c(NCCCO)cc(N2CCCCCC2)c2nonc12 was read as Sm TGR block 11µM*, HCV inhibitor -4%, Giardia FBPA inh -14%, HCMV inh -23, AMA1 RON2 block -5% and AmpC inh detg 5%.
Cc1nn(Cc2noc(C(=O)NCC3CCCO3)n2)c(C)c1Br (configuration not stated) was read as Sm TGR block -7%, HCV inhibitor 9%, HCMV inh -19, AMA1 RON2 block 16% and AmpC inh detg -3%.
CCCCC(=O)Nc1ccc(C(=O)Nc2ccc(S(=O)(=O)Nc3nccc(C)n3)cc2)cc1 was read as Sm TGR block -1%, HCV inhibitor 3%, Giardia FBPA inh -13%, HCMV inh -33, AMA1 RON2 block 7% and AmpC inh detg 6%.
For CCN(C(=O)CN1C(=O)CN(C)C1=O)c1cccc2ccccc12 the results were HCV inhibitor 0%, HCMV inh 1 and AMA1 RON2 block -15%.
Cc1ccc(NC(=O)CSc2nc3ccccc3n2CC(=O)N(C)C2CCCCC2)cc1C was read as Sm TGR block 13%, HCMV inh -14 and AmpC inh detg 8%.
Screening CCOC(=O)CN1NC2(CCCCC2)NC1=S returned Sm TGR block -1%, HCV inhibitor -3%, Giardia FBPA inh inconclusive, HCMV inh -7, AMA1 RON2 block 13% and AmpC inh detg -2%.
`OCCC1CN(Cc2cnc(N3CCOCC3)s2)CCN1C1CCCC1` (configuration not stated) gave Sm TGR block -1%, HCV inhibitor 24%, Giardia FBPA inh -3%, HCMV inh -31, AMA1 RON2 block -3% and AmpC inh detg -3%.
`O=C(c1cccc(C(F)(F)F)c1)C1CCCN(C(=O)CN2CCOC2=O)C1` (configuration not stated) gave Sm TGR block 6%, HCMV inh -28, AMA1 RON2 block 10% and AmpC inh detg -1%.
For c1ccc(COC2CCCN(Cc3nc(-c4cnccn4)no3)C2)nc1 (configuration not stated) the results were Sm TGR block inconclusive, HCV inhibitor -7%, Giardia FBPA inh -21%, HCMV inh -3, AMA1 RON2 block 9% and AmpC inh detg -5%.

Random excerpt: 2 entries already listed, in no set order.
For CCN(C(=O)CN1C(=O)CN(C)C1=O)c1cccc2ccccc12 the results were HCV inhibitor 0%, HCMV inh 1 and AMA1 RON2 block -15%.
Cc1ccc(NC(=O)CSc2nc3ccccc3n2CC(=O)N(C)C2CCCCC2)cc1C was read as Sm TGR block 13%, HCMV inh -14 and AmpC inh detg 8%.

Among those listed so far, 2 have a cyano group.
Screening N#CC(c1nc2ccccc2nc1N1CCCC1)S(=O)(=O)c1ccccc1 (configuration not stated) returned Sm TGR block -8%, HCV inhibitor 15%, Giardia FBPA inh inconclusive, HCMV inh -11, AMA1 RON2 block -6% and AmpC inh detg -7%.
Screening N#CC1=C(N)OC2=C(C(=O)CCC2)C1c1cccs1 (configuration not stated) returned Sm TGR block -11%, HCV inhibitor -5%, Giardia FBPA inh -19%, HCMV inh -22, AMA1 RON2 block 1% and AmpC inh detg 4%.
